proCasp3 act: activators of human procaspase-3; AID 463141; P42574; recombinant procaspase-3 D3A, Ac-DEVD-pNA absorbance 405 nm; 0.11% of 330,000 active; activation, % at 8.5 µM;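 active means activation above the mean of all tested compounds plus 3 SD, cut at about 21% in these data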;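 further: 0% = DMSO alone and 100% = DMSO wells spiked with extra 5 µM PC-3 D3A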
Target sequence (P42574 whole entry D9A/D28A/D175A): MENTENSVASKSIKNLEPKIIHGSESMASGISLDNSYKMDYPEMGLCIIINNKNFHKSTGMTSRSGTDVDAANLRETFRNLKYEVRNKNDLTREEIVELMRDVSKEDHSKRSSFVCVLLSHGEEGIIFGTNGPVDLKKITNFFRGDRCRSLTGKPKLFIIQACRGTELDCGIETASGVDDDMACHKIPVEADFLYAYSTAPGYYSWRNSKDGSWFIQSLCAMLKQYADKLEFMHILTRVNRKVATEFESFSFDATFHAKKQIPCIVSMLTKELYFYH
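Test system: Procaspase-3 D3A mutant; medium: Zinc-free HEPES/NaCl buffer with 0.01% Triton X-100 at pH 7.4; reagent: DEVD-pNA substrate; doses: one concentration, 8.5 µM nominal, 0.8% DMSO; times: 1 h preincubation plus 2 h reaction at 25 °C; signal: Epi-absorbance at 405 nm of released p-nitroaniline, 0 and 120 min; replicates: singlicate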
MEP2 TOR yeast: modulators of TOR pathway MEP2-GFP in S. cerevisiae | S. cerevisiae MEP2-GFP strain, flow cytometry GFP, 3 h; 100% = DMSO control level | GFP response vs DMSO, % at 10 µM | 0.51% of 330,000 active | AID 2016;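 active means GFP response versus DMSO above a set limit, roughly screen mean plus 3 SD, cut at about 180% in these data; inconclusive means fewer than 70 cells counted for a yeast strain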;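 further: median GFP fluorescence of the barcode-gated MEP2-GFP cells per well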
LAP4-GFP MLPCN: alters LAP4-GFP fluorescence in TOR pathway yeast screen; S. cerevisiae LAP4-GFP multiplex, flow cytometry GFP, 3 h; median GFP as percent of DMSO wells; GFP response vs DMSO, % at 10 µM; 0.34% of 320,000 active; AID 2023;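 active means GFP response vs DMSO above a set limit, about the screen mean plus 3 SD, cut at about 150% in these data; inconclusive means under 70 cell events counted for the yeast strain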
AGP1 TOR yeast: alters AGP1-GFP fluorescence in TOR pathway yeast screen | S. cerevisiae AGP1-GFP multiplex flow cytometry, 3 h; GFP as percent of DMSO wells | GFP response vs DMSO, % at 10 µM | 0.02% of 320,000 active | AID 2066;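 active means GFP response relative to DMSO above a set limit, near screen average plus 3 SD, cut at about 150% in these data; inconclusive means fewer than 70 cells counted for the yeast strain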;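 further: median GFP channel fluorescence of the gated AGP1 strain per well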
RPL19A TOR yeast: yeast TOR pathway RPL19A-GFP modulation. S. cerevisiae RPL19A-GFP strain, flow cytometry, 3 h; stronger effect = lower value. percent response vs DMSO, % at 10 µM. 0.3% of 330,000 active;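 active means percent response vs DMSO below 50%; inconclusive means fewer than 70 events counted for the yeast strain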;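 further: median channel GFP fluorescence of the barcoded RPL19A-GFP strain; ratio of sample median GFP to plate DMSO average so 100% = DMSO; lower means less RPL19A-GFP as with rapamycin TOR inhibition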
AHR act: human AHR activation; activation, % at 5 µM; AHR-responsive luciferase reporter cells, luminescence; 2.5% of 320,000 active; AID 2796; in the data active means activation above about 47%;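 further: 0% = vehicle wells and 100% = reference agonist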
CIT2 TOR yeast: yeast TOR pathway CIT2-GFP modulation; GFP response vs DMSO, % at 10 µM; AID 2029; 0.065% of 320,000 active; S. cerevisiae CIT2-GFP strain, flow cytometry, 3 h; 100 means same as DMSO wells;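 active means GFP response relative to DMSO above a set limit, near the screen mean plus 3 SD, cut at about 150% in these data; inconclusive means Fewer than 70 cells measured for a yeast strain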;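 further: ratio of well median GFP fluorescence to mean of DMSO wells on the plate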
procasp7 counter: counter-screen: procaspase-7 (human) activation. AID 463210. 0.093% of 330,000 active. activation, % at 8.5 µM. recombinant procaspase-7, Ac-DEVD-pNA absorbance 405 nm; D23A/D198A/D206A triple mutant, cannot self-cleave; scale: DMSO 0, 5 µM enzyme 100. P55210;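 active means percent activation above the screen-wide mean plus 3 SD, cut at about 25% in these data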
Target sequence (P55210 whole entry D23A/D198A/D206A): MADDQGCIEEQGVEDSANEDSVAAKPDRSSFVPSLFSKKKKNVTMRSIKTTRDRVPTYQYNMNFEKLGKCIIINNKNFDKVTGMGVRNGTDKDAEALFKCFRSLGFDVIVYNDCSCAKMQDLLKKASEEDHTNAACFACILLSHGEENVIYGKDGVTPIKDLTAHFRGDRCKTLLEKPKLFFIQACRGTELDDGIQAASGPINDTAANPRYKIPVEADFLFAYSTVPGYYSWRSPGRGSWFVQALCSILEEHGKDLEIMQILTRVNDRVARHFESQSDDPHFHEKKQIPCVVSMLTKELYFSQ
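Assay system: Uncleavable procaspase-7 mutant enzyme / Input: 2 µM procaspase-7 mutant as dispensed / Dosing: single nominal 8.5 µM compound dose, 0.8% DMSO final / Timing: 1 h enzyme–compound preincubation and 2 h substrate reaction, both 25 °C / Detection: p-Nitroaniline absorbance at 405 nm, read at 0 and 120 min / Replication: singlicate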
An asterisk follows results filed as active; ? = inconclusive; [ ] = another dose, or the depositor's remark.

SMILES	proCasp3 act	MEP2 TOR yeast	LAP4-GFP MLPCN	AGP1 TOR yeast	RPL19A TOR yeast	AHR act	CIT2 TOR yeast	procasp7 counter
CN(C(=O)CSc1nc2ccccc2c(=O)n1-c1ccc(F)cc1)C1CCS(=O)(=O)C1 (stereo not drawn)	-1	95	105	98	95	4	95	16
O=C(C1CCCN(S(=O)(=O)c2ccccc2)C1)N1CCCCC1 (stereo not drawn)	-4	93	80	82	93	9	83	4
Cc1ccsc1C1C(C#N)=C(N)N(N(C)C)C2=C1C(=O)CCC2 (stereo not drawn)	-4	101	106	102	99	0	98	5
O=C(Nc1ccc(Cl)c(Cl)c1)Nc1ccccc1C(=O)O	15	106	104	101	99	3	97	-4
COc1ccc(C(=O)N2CCCC(Nc3ccc(C)c(C)c3)C2)cc1 (stereo not drawn)	0	107	89	99	107	21	113	-11
N#Cc1ccc(S(=O)(=O)N2CCN(CC(=O)NCC3(N4CCOCC4)CCCCC3)CC2)cc1	-1	105	93	97	98	-2	98	2
Cc1ccccc1OCC(=O)N/N=C/c1ccncc1	4	98	101	103	104	18	100	-2
COc1ccccc1NC(C)=O	4	96	96	99	99	0	93	3
O=S(=O)(c1cc(-c2nnc(-c3ccc(Br)cc3)o2)ccc1Br)N1CCCCCC1	1	101	98	106	98	4	102	11
CCNc1nc(NCC)n2c(SCC(=O)Nc3c(C)cccc3C)nnc2n1	8	101	104	106	99	3	105	5
Cc1nc(-c2ccc(NC(=O)Cc3ccccc3)cc2)cs1	-4	85	90	94	101	-5	97	-7
COc1cc(C2CC(=O)Nc3n[nH]c(-c4ccccc4)c32)cc(OC)c1OC (stereo not drawn)	-4	86	99	99	96	-1	92	-6

Limited to MEP2 TOR yeast and AHR act, for some of the entries so far:
mol,MEP2 TOR yeast,AHR act
COc1ccccc1NC(C)=O,96,0
O=S(=O)(c1cc(-c2nnc(-c3ccc(Br)cc3)o2)ccc1Br)N1CCCCCC1,101,4

Other structures:
SMILES	proCasp3 act	MEP2 TOR yeast	LAP4-GFP MLPCN	AGP1 TOR yeast	RPL19A TOR yeast	AHR act	CIT2 TOR yeast	procasp7 counter
COC(=O)[C@@]1(Cc2ccc(OC)cc2)[C@H]2c3cc(C(=O)N(C)C)n(CCSCCO)c3C[C@H]2CN1C(=O)c1ccccc1	6	102	90	94	98	1	85	6
O=C(O)CSc1nnc(-c2ccc3c(c2)OCO3)o1	1	103	103	98	97	0	103	3
CN(CC(=O)Nc1ccc(N2CCOCC2)cc1)Cc1c(O)ccc2ccccc12	-14	117	105	106	108	24	114	-34
Cc1cc(/C=C2\SC(=S)NC2=O)c(C)n1C	1	146	115	105	105	0	133	-5
COc1ccc(OCc2cc(C(=O)N(C)CC3CCCCO3)no2)c(Cl)c1 (stereo not drawn)	-1	103	104	99	99	-2	91	4
Cc1ccc(/C=N\NC(=O)C2CN(S(=O)(=O)c3ccccc3)CCN2S(=O)(=O)c2ccccc2)cc1 (stereo not drawn)	-8	204*[may fluoresce violet]	69[may fluoresce violet]	?	24*[may fluoresce violet]	0	?	8
Cc1ccc(S(=O)(=O)Nc2ccncc2)c(C)c1N(C)S(=O)(=O)c1ccc(Cl)cc1	-3	110	89	95	101	0	101	3
COc1ccccc1NC(=O)CCSc1nc(C)cs1	1	112	91	98	105	1	105	5
CCOc1ccc(NS(=O)(=O)c2cc(C(=O)NCCCN3CCOCC3)ccc2C)cc1	0	94	96	96	93	10	85	2
COc1cc(/C=C/C(=O)O)ccc1OCc1ccc([N+](=O)[O-])cc1	3	103	114	107	105	-1	104	0
Cc1noc(C)c1C(=O)NNc1ccc(C(C)C)cc1	-14	105	107	99	102	-1	92	1
CCOC(=O)C1CCN(S(=O)(=O)CCNC(=O)c2ccc(F)cc2)CC1	-1	101	105	104	96	-1	104	5
CCSc1nc2cc(OC)c(OC)cc2c(=O)n1CC	-4	100	106	98	95	-1	98	-12
CC(=O)Nc1ccc(NC(=O)CCS(=O)(=O)c2ccc3c(c2)oc(=O)n3C)cc1	-2	101	94	95	93	0	95	4
Cc1nnc(NC(=O)c2c(-c3ccccc3Cl)noc2C)s1	2	105	102	106	102	-1	108	6
CCCSc1nc(=O)n2cc(C)ccc2n1	8	113	121	108	106	-4	101	6
C#CCOCCOCCOCCNc1nc(N2CCOCC2)nc(N2CCN(C(=O)[C@H](CCCCN)n3cc([C@@H](N)CO)nn3)CC2)n1	1	94	105	94	106	-3	101	-5
COc1cc2c3nnc(-c4ccc(F)cc4)c-3cn(Cc3ccccc3)c2cc1OC	1	99	99	101	101	6	96	11
Cc1ccc(NC(=O)[C@@H](C)NC(=O)[C@@H]2Cc3ccccc3CN2)cc1	5	112	103	105	100	2	104	9
Nc1cccc2nsnc12	-20	103	108	108	100	0	99	-26
O=C(CN1C(=O)C2C3C=CC(C3)C2C1=O)OCC(=O)c1ccc([N+](=O)[O-])cc1 (stereo not drawn)	-28	107	102	98	104	4	102	-44
O=C(CC12CC3CC(CC(C3)C1)C2)Nc1c(F)cccc1F	-2	103	102	88	103	2	98	-3
N#Cc1ccc(C(=O)OCC(=O)NC2CCCC2)cc1	7	105	91	94	103	1	103	-5
CN(C)c1ccc(/C=N/n2c(-c3ccccc3Br)n[nH]c2=S)cc1	-30	99	103	103	97	3	96	-38

Continued, overlapping the part above by seven compounds.
SMILES	proCasp3 act	MEP2 TOR yeast	LAP4-GFP MLPCN	AGP1 TOR yeast	RPL19A TOR yeast	AHR act	CIT2 TOR yeast	procasp7 counter
COc1cc2c3nnc(-c4ccc(F)cc4)c-3cn(Cc3ccccc3)c2cc1OC	1	99	99	101	101	6	96	11
Cc1ccc(NC(=O)[C@@H](C)NC(=O)[C@@H]2Cc3ccccc3CN2)cc1	5	112	103	105	100	2	104	9
Nc1cccc2nsnc12	-20	103	108	108	100	0	99	-26
O=C(CN1C(=O)C2C3C=CC(C3)C2C1=O)OCC(=O)c1ccc([N+](=O)[O-])cc1 (stereo not drawn)	-28	107	102	98	104	4	102	-44
O=C(CC12CC3CC(CC(C3)C1)C2)Nc1c(F)cccc1F	-2	103	102	88	103	2	98	-3
N#Cc1ccc(C(=O)OCC(=O)NC2CCCC2)cc1	7	105	91	94	103	1	103	-5
CN(C)c1ccc(/C=N/n2c(-c3ccccc3Br)n[nH]c2=S)cc1	-30	99	103	103	97	3	96	-38
CCO[C@@H]1OC(C(N)=O)=C[C@H](c2ccc(Br)cc2)[C@H]1CCCO	2	95	108	99	110	2	97	3
Cc1cc(NC(=O)COC(=O)c2ccccc2S(=O)(=O)N(C)c2ccccc2)no1	-7	101	93	98	103	8	98	10
O=C(O)C1CCCCC1C(=O)Nc1cc(C(F)(F)F)ccc1Cl (stereo not drawn)	3	102	102	95	96	1	99	9
O=C(NNS(=O)(=O)c1ccccc1[N+](=O)[O-])c1ccc(F)cc1	4	92	103	88	90	1	105	0
COc1ccc(NC(=O)CSc2nccn2C)c([N+](=O)[O-])c1	8	106	93	102	100	7	101	7
CN1C(=O)CC(NNC(=O)c2ccc(Cl)cc2)C1=O (stereo not drawn)	8	101	102	99	101	2	103	-2
Cc1ccccc1-c1nnc(SCC(=O)NC2CCCC2)n1C	-2	99	101	108	98	2	99	14
Cc1cccc(C2N(c3ccc(F)cc3)C(=O)C3CCCN32)c1 (stereo not drawn)	12	104	100	101	97	-1	91	9
COc1ccc(OC)c(-c2csc(NC(=O)C3c4ccccc4Oc4ccccc43)n2)c1	6	97	90	94	103	-9	92	-2
COc1ccc(OC)c(Nc2nnc(C)c(=O)[nH]2)c1	8	104	100	101	96	11	102	5
Cc1ccc(N(C(C)C(=O)Nc2cc(Cl)ccc2Oc2ccccc2)S(C)(=O)=O)cc1 (stereo not drawn)	9	103	99	104	97	2	98	-5
O=C(Cc1ccccc1)NNC(=O)Nc1ccccc1	3	96	100	103	96	3	104	7
Nc1ncnc2c1ncn2C1O[C@H](CO)[C@@H](O)[C@@H]1O (stereo partly drawn)	-7	98	108	100	101	1	100	7
Nc1nc(-c2ccc3c(c2)OCCO3)cs1	3	102	98	100	96	11	100	-1
O=C(N1CCOCC1)N1CCOCC1	-9	105	103	107	105	2	105	-13
Cc1cc(C)c(S(=O)(=O)Nc2cccc3nsnc23)c(C)c1	-16	86	96	94	96	3	82	-22
CCOc1ccc(OCC(=O)OCc2csc(CC(=O)Nc3ccccc3C)n2)cc1	-2	104	105	108	100	-1	98	-3
CC(C)CCNC(=O)NC(=O)COC(=O)/C=C/c1cc(Br)ccc1F	1	100	98	101	94	1	97	4
O=C(c1cccs1)C1C(c2ccc(Br)cc2)NC(=S)NC1(O)C(F)(F)F (stereo not drawn)	6	95	93	97	101	-1	96	2
COc1c(O)ccc(/C=N\NC(=O)c2ccc3c(c2)OCO3)c1[N+](=O)[O-]	7	114	99	103	106	7	109	3
Cc1ccc2c(Cl)c(C(=O)NCC(c3ccco3)N3CCCC3)sc2c1 (stereo not drawn)	1	99	92	100	101	-1	100	-5
Cc1ccccc1C(=O)N1CCC(C(=O)Nc2ccc(S(=O)(=O)N3CCCCC3)cc2)CC1	-1	107	105	102	103	0	91	8
CCOc1ccc(NC(=O)CN2CCCC2c2cccs2)cc1S(=O)(=O)N1CCCCC1 (stereo not drawn)	-1	94	90	98	92	-1	89	-6
CCc1cc(CN2CCOCC2)c(NC(=O)c2ccccc2)s1	-4	95	100	96	96	17	95	14
O=C1C(=O)N(CCN2CCOCC2)C(c2ccncc2)/C1=C(/O)c1ccc2c(c1)OCO2 (stereo not drawn)	-17	92	101	99	100	5	100	-23
Cc1cccc(N2C(=O)C3CCCN3C2=S)c1 (stereo not drawn)	-13	103	97	97	100	-1	104	-5
Cc1ccc(C(=O)N2CCN(Cc3nc4sc5c(c4c(=O)[nH]3)CCCC5)CC2)cc1	7	108	98	100	103	4	101	-3
